High-throughput results (PubChem)
D3 ag = activates the human D3 dopamine receptor. P35462. D3R DiscoveRx beta-arrestin cells, luminescence, 90 min. max activation, %. hit rate 0.58% among 410,000; in the data active means max activation above about 30%; further: 0% is about no effect; mostly tested at two doses, the higher about 12 µM
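Agonist mode: compounds and dopamine controls were applied to plated cells for 90 min at 37 degrees C after an overnight attachment at 1500 cells/well. Luminescent read-out followed 30 - 60 minutes at room temperature with DiscoveRx detection reagent.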
WRN inhibitor = blocks human WRN helicase; Q14191; WRN helicase unwinding, fluorescent forked duplex, kinetic; Potency, µM (titrated, usually from 114 µM), for inactives: at the highest dose activity change, negative = inhibition, usual class: inhibitors; hit rate 0.46% among 360,000; AID 651768; further: potency means the concentration at half of the fitted maximal effect; on the % scale 0 is the no-effect control and ±100 the full control effect; nearly all actives have a fitted effect of over 55% in size
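WRN at 20 nM final preincubated with compound 15 min at room temperature; reaction started with 100 nM fluorophore/quencher forked duplex oligonucleotide and 2 mM ATP final. Unwinding followed kinetically by red fluorescence (ex 525, em 598 nm).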
D3 antag = antagonists of human D3 dopamine receptor; P35462; D3R cells, DiscoveRx beta-arrestin luminescence, antagonist mode; hits give low values; max response, negative = inhibition, %; hit rate 2.5% among 360,000; AID 652054; in the data active means max response below about -50%; inconclusive means no clear call, values can overlap the other calls; further: on the % scale 0 is the no-effect control and ±100 the full control effect; mostly tested at two doses, the higher about 12 µM
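Cells plated overnight at 1500 cells/well, then exposed to library compounds with dopamine controls for 90 minutes at 37 degrees C. DiscoveRx reagent added for 30–60 minutes at room temperature; luminescence read, quantitative HTS format.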
PI5P4K alpha inh = blocks human PI5P4K alpha kinase activity; PI5P4Kalpha enzyme, ADP-Glo luminescence, 60 min; hits give low values; max response, %; hit rate 1.2% among 330,000; P48426; AID 652105; active means max response of -50% or lower; inconclusive means between -30% and -50%; inactive means -30% or higher; further: value at the top dose of about 77 µM; on the % scale 0 is the no-effect control and ±100 the full control effect
Target sequence (P48426 whole entry, looked up): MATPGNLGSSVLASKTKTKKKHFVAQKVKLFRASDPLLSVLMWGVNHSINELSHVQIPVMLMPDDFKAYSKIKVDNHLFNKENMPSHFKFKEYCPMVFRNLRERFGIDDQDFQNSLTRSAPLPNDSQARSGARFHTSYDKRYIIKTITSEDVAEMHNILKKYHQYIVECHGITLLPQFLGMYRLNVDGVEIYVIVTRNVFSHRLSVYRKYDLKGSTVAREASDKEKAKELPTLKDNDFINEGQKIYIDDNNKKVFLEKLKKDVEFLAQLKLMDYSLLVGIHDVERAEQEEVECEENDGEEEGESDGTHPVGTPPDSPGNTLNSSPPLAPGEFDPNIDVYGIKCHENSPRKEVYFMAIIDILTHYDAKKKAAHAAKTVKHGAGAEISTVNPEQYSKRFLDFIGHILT
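PI5P4Kalpha ADP-Glo assay; 5 microM ATP final; 60 min RT reaction; HEPES pH 7.4/EGTA/CHAPS, 5% DMSO; controls lacking substrate or enzyme; luminescent end-point.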
IL2 activator = activates IL-2 in a cell-based reporter assay; hit rate 0.065% among 360,000; activation, % (series mostly up to about 46 µM); IL-2 activation reporter assay, cell-based qHTS; stimulated with anti-CD3/CD4/CD28 beads; in transgenic mouse T cells; in the data active means activation above about 50%; inconclusive means mostly about 30% to 49%; further: 0% is about no effect
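Using fluorescent plate cytometry, EGFP and DsRed are detected in transgenic mouse T cells stimulated 18 h at 37 degrees C with antibody-coated beads after 60 min compound pretreatment.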
GLP-1R agonist = activates the human GLP-1 receptor; HEK293 GLP-1R CRE-luciferase, luminescence, 4-6 h; cells express a hypersensitive GLP-1R form; Potency, µM (doses to about 45.6 µM), for inactives: at the highest dose activation, most hits filed as activators; hit rate 0.007% among 380,000; further: potency means the concentration at half of the fitted maximal effect; % of control where 0% means no effect
GLP-1R inv ag = acts as inverse agonist at human GLP-1 receptor; Potency, µM (top dose mostly 38.3 µM), without a hit: at the highest dose activity change, negative = inhibition, usual class: inhibitors; P43220; hit rate 1.6% among 410,000; AID 624417; HEK293 GLP-1R CRE-luciferase, luminescence, 24 h; GLP-1R form is constitutively active; further: potency means the concentration at half of the fitted maximal effect; on the % scale 0 is the no-effect control and ±100 the full control effect; nearly all actives have a fitted effect of over 55% in size
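Cells are plated, allowed 12 hours at 37 deg C, then treated with compounds for 24 hr before luciferase detection reagent is added and luminescence is read after 12 min at room temperature. The HEK293 line carries constitutively active GLP-1R with a cAMP-responsive reporter.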
PLK1 PBD inh = inhibitors of human PLK1 polo-box domain binding. AID 720504. P53350. hit rate 2.8% among 360,000. Plk1 PBD binding of FITC phosphopeptide, fluorescence polarization. Potency, µM, for the others: max response, negative = inhibition, usual class: inhibitors; further: potency means the concentration at half of the fitted maximal effect; series mostly up to about 57 µM; on the % scale 0 is the no-effect control and ±100 the full control effect; nearly all actives have a fitted effect of over 65% in size
Target sequence (P53350 whole entry, looked up, the tested form may be a part): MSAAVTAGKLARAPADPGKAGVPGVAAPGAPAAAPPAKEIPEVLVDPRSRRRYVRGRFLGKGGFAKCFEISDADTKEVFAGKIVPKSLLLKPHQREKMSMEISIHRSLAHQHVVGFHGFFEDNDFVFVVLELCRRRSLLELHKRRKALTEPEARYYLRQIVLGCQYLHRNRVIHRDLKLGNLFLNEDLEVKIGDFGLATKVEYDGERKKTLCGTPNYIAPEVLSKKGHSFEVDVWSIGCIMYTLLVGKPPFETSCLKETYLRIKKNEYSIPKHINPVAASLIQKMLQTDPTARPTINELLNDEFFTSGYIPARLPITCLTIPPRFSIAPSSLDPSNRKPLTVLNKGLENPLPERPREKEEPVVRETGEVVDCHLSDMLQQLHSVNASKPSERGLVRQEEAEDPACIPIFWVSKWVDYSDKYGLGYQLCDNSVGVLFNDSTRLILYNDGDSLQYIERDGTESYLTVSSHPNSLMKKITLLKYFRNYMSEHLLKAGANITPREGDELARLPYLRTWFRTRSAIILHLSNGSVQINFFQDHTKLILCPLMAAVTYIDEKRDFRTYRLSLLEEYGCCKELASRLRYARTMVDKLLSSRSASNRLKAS
GLP1R cytotox = cytotoxicity counter-screen for GLP-1 receptor inverse agonists. hit rate 0.13% among 410,000. Potency, µM (top dose mostly 38.3 µM), inactives show at the highest dose activity change, negative = inhibition, usual class: inhibitors. HEK293 cAMP-luciferase reporter cells, luminescence, 24 h;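 further: loss of luciferase light is scored as toxicity; potency means the concentration at half of the fitted maximal effect; on the % scale 0 is the no-effect control and ±100 the full control effect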
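Quantitative HTS format, 1536 wells, 200 cells/uL seeded. Compounds: 23 nL, 24 h, 37 °C. Detection: luciferase reagent, luminescence at 12 min RT; decreased signal taken as cytotoxic.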
Active calls of the source: *; ? = inconclusive; / = no result given; & = joins results of further samples; [ ] = dose if it differs, or a comment. Unless noted, the call rests on the fitted dose curve; in most records, active means well fitted curve in the direction sought with a large enough effect; inconclusive means small, poorly fitted or top-dose-only effect, or another doubt; inactive means no such curve, though single readings can be large; an effect the other way counts as inactive or inconclusive.

compound	D3 ag	WRN inhibitor	GLP-1R inv ag	GLP-1R agonist	GLP1R cytotox	PLK1 PBD inh	IL2 activator	PI5P4K alpha inh	D3 antag
Cc1cc(C)c2nc(N3CCOCC3)c(C#N)cc2c1	-1	12%	29%	-5%	52%[activator]	-7%	-3.5	-7	-12
CCO/N=C/C(=O)Nc1ccc(F)cc1F	12	3%	2%	-1%	4%	-3%	0.2	1	2
Cn1nnnc1SC(C(=O)Nc1cccc(C(F)(F)F)c1)c1ccccc1 (configuration not stated)	-41	14%	?	-13%	-4%	-11%	-4.1	16	-12
COc1ccc2oc(C(=O)OCC(=O)NCCc3ccc(S(N)(=O)=O)cc3)c(C)c2c1	0	-3%	-3%	-1%	-7%	-15%	0.1	-9	-22
O=[N+]([O-])c1ccc(OCC(O)CNCCNc2nccc(C(F)(F)F)n2)cc1 (configuration not stated)	-15	-5%	?	-1%	-5%	-3%	1.4	4	-84*
Cc1onc(C(=O)NC2CCCCC2)c1[N+](=O)[O-]	-3	0%	2%	-1%	4%	-9%	0.4	0	-12
CSC1=NCCN1C(=O)c1cccs1	7	4%	18%	-5%	-45%	-5%	0.2	-3	35
CC(=O)c1cc(F)ccc1OCC(=O)Nc1ccc2c(c1)OCO2	-7	-29%	-25%	-2%	4%	-6%	2.6	-5	-24
CC1CCCC(=NNc2ccc3ccccc3n2)C1 (configuration not stated)	4	-1%	1%	7%	11%	-6%	-5.4	-6	-7
CNC(=S)N/N=C/c1cccc(OCc2ccccc2F)c1	13	2%	?	22%	?	5%	-3.2	-6	0
Cc1ccc(C)c(C(=O)Nc2nc3ccccc3[nH]2)c1	1	-4%	0%	0%	1%	1%	0.2	-8	1
COc1ccc(CCNC(=O)C(=O)Nc2ccc3c(c2)OCCO3)cc1OC	1	0%	16%	0%	1%	3%	0.3	-5	24
CCOc1ccc(S(=O)(=O)n2cnc3ccccc32)cc1	-2	6%	4%	0%	11%	6%	-2.9	1	3
Cc1cccc(C)c1-n1c(C)nn(-c2ncc(C(F)(F)F)cc2Cl)c1=O	1	1%	-7%	1%	0%	3%	1.5	5	13
Cc1c(NC(=O)[C@@H](NC(=O)c2ccc(Cl)c([N+](=O)[O-])c2)C(C)C)c(=O)n(-c2ccccc2)n1C	4	1%	3%	-1%	-1%	-2%	0.6	1	14

Continuation:
compound	D3 ag	WRN inhibitor	GLP-1R inv ag	GLP-1R agonist	GLP1R cytotox	PLK1 PBD inh	IL2 activator	PI5P4K alpha inh	D3 antag
COc1cccc(NC2=CC(=O)CC(C)(C)C2)c1	-4	2%	-5%	3%	6%	-8%	1.0	/	-11
COc1ccc(N2C(=O)C(CC(=O)Nc3ccccc3)N(Cc3ccccn3)C2=S)cc1 (configuration not stated)	2	-3%	-13%[7.66 µM]	0%	-10%[7.66 µM]	0%	-0.3	-10	7
Cc1c(N(C)C(=O)c2ccco2)c(=O)n(-c2ccccc2)n1C	-4	4%	1%	-16%	1%	27µM*	1.6	-12	-21
O=C(NC1=NCCS1)c1ccccc1Cl	1	10%	39%[activator]	-5%	-5%	-8%	-0.2	1	19
CN(CC(=O)Nc1ccc(F)cc1)C(=O)c1ccccc1OCc1ccc(F)cc1	-2	12%	?	1%	?	3%	-1.6	-6	-3
CCOC(=O)CCNC(=O)N1CCCC(Cc2ccccc2)(C(=O)OCC)C1 (configuration not stated)	6	-2%	7%	-3%	-1%	-5%	1.3	-1	1
O=C(C[C@H]1C/C=C\C[C@H](Cc2ccc(F)cc2)C(=O)O[C@@H](c2ccccc2)CNC1=O)NCCO	1	-3%	2%	1%	-2%	1%	-0.4	-1	?
COc1ccc(-n2c(Cn3c(=O)sc4ccccc43)nnc2SCC(=O)N2CCCCC2)cc1	-6	-2%	-20%	11%	?	-13%	-1.8	1	0
CCN(CC)C(=O)CNC(=O)c1nn(-c2ccc(OC)c(Cl)c2)c(=O)c2ccccc12	1	3%	75%[activator]	14%	1%	0%	-3.2	-6	-14
CCOC(=O)c1cnc(-n2nc(C)cc2C)nc1NNc1cc(C)nc(-c2ccccc2)n1	-12	13%	5%	7%	13%	-15%	0.3	3	-53*
Cc1sc(NC(=O)CSc2nnc(CCNC(=O)c3cccs3)n2C)nc1-c1ccccc1	25	3%	-10%	4%	-21%	2%	-0.8	/	33
O=C(c1ccc(S(=O)(=O)N2CCCCCC2)cc1)N1CCN(c2ccccc2)CC1	-18	-7%	8%	0%	1%	?	0.9	6	-10
Cc1cc(-c2ccc(C(C)C)c(S(=O)(=O)N3CCN(c4ccccn4)CC3)c2)on1	-5	0%	?	10%	-14%	-8%	-0.5	-4	-1
OCC1OC(n2cnc3c(SCc4ccccc4)nc(F)nc32)C(O)C1O (configuration not stated)	-10	-11%	17%	2%	-7%	-1%	0.7	1	-21
COc1ccc(C(=O)N/N=c2\oc3ccccc3cc2C(N)=O)cc1	2	-34%	17%	5%	7%	-6%	-2.9	-1	1

Overlap with the part before: 2 compounds, followed by the next part.
compound	D3 ag	WRN inhibitor	GLP-1R inv ag	GLP-1R agonist	GLP1R cytotox	PLK1 PBD inh	IL2 activator	PI5P4K alpha inh	D3 antag
OCC1OC(n2cnc3c(SCc4ccccc4)nc(F)nc32)C(O)C1O (configuration not stated)	-10	-11%	17%	2%	-7%	-1%	0.7	1	-21
COc1ccc(C(=O)N/N=c2\oc3ccccc3cc2C(N)=O)cc1	2	-34%	17%	5%	7%	-6%	-2.9	-1	1
COc1ccc(S(=O)(=O)N2CCN(Cc3ccc(OC)c(OC)c3)CC2)cc1	1	-16%	28%	3%	7%	?	-0.1	3	-19
CC(C)[N+](C)(CCOC(=O)C1c2ccccc2Oc2ccccc21)C(C)C	0&-6	5%	-6%	-3%&17%	4%	0%	0.4	-12	0
O=C(Cc1ccc(-c2ccccc2)cc1)NCc1ccccc1	-3	1%	-34%	-1%	-40%	-1%	-0.3	-5	6
COc1cccc2sc(Nc3nnc(-c4cccs4)o3)nc12	4	-14%	?	-23%	-11%	-6%	4.6	-1	-5
CCc1ccccc1NC(=O)c1ccc(Cn2cc([N+](=O)[O-])cn2)cc1	-6	-6%	?	3%	-1%	-6%	-1.5	-5	0
Cc1cc(S(=O)(=O)Nc2ccc3ccccc3c2)c(C)s1	7	-34%	?	0%	-21%	-8%	-3.6	/	?
C[C@]12c3[nH]c4ccccc4c3CCN1C(=O)C(CC(=O)NCCCn1ccnc1)C[C@@H]2C(=O)N1CCCCC1 (some centres not stated)	-14	-3%	13%	2%	-1%	-11%	0.7	1	-18
CC(=Nc1ccccc1)C1=C(O)C(Cc2ccc(F)cc2)NC1=O (configuration not stated)	-13	-6%	?	6%	-22%	-4%	-2.4	-7	0
O=c1cc(CNC2CCCCC2)c2ccccc2[nH]1	0	6%	3%	-5%	-15%	1%	1.4	-1	0
COc1ccc(N2CCN(C(=O)c3cnn(-c4ccc(F)cc4)c3-n3cccc3)CC2)cc1	-2	/	-4%	-1%	-14%	/	/	/	/
CCN(CC)S(=O)(=O)c1ccc(NCC2COc3ccccc3O2)c([N+](=O)[O-])c1 (configuration not stated)	-4	-9%	?	5%	-20%	7%	-0.8	-2	-21
CC(C)c1c(C(=O)N/N=C/c2ccccc2OCc2c(F)cccc2Cl)nnn1-c1nonc1N	-2	-4%	?	7%	-21%	?	-2.8	2	-21
CC(=O)Nc1c(C(=O)N2CCN(c3ccccn3)CC2)cnn1-c1ccc(C)cc1	-8	9%	2%	-1%	-21%	-2%	-0.5	-3	25
COc1ccc(NC(=O)c2nc[nH]c2C(=O)N[C@@H](C)C(=O)OC(C)(C)C)cc1	-21	-4%	27%	10%	16%	-7%	-2.1	4	2
Cc1nc(N)c(C#N)c(-c2cccnc2)c1-c1ccccc1	1	0%	10%	5%	-4%	1%	1.4	-2	-15

(listing goes on)
compound	D3 ag	WRN inhibitor	GLP-1R inv ag	GLP-1R agonist	GLP1R cytotox	PLK1 PBD inh	IL2 activator	PI5P4K alpha inh	D3 antag
CC1CCCCC1NS(=O)(=O)c1ccc(S(=O)(=O)N2CCN(CCC#N)CC2)cc1 (configuration not stated)	-2	-6%	18%	-3%	-10%	-5%	4.3	0	15
C[C@@H]1CN([C@H](C)CO)S(=O)(=O)c2ccc(C3=CCCCC3)cc2O[C@H]1CN(C)C(=O)Cc1cccnc1	-6	3%	20%	4%	-7%	-8%	-3.3	5	-7
O=C(Nc1cccc(C(=O)Nc2ccccc2F)c1)c1ccccc1	-4	-1%	-1%	11%	-7%	4%	-2.0	0	-4
Cc1ccc(NC(=O)c2ccc(NCCCN3CCOCC3)c([N+](=O)[O-])c2)cc1Cl	-15	-12%	?	9%	?	-16%	-2.4	-2	-51*
Cc1c(Cl)cc(-n2cnnn2)cc1[N+](=O)[O-]	0	6%	11%	6%	-2%	3%	-0.4	2	9
Cc1cccc(C)c1OCC(=O)N/N=C/c1cc2c(cc1[N+](=O)[O-])OCO2	15	-10%	0%	-4%	-25%	-10%	1.7	/	6
CCOC(=O)c1ccc([N+](=O)[O-])c(CS(=O)(=O)c2ccc(Cl)cc2)c1	0	-11%	?	-2%	6%	1%	-1.2	-13	1
O=C1CC(c2ccccc2)Sc2ccccc2N1Cc1ccccc1F (configuration not stated)	7	/	10µM*	-1%	-7%	/	/	/	/
COc1cccc(N(C(=O)C2CSC(=O)C2)C(C(=O)NC(C)(C)C)c2ccncc2)c1 (configuration not stated)	1	-13%	4%	-2%	-5%	-7%	-2.7	-1	12
NC(=O)CC(NC(=O)Cc1ccc(Cl)cc1)c1ccc(NCCOc2ccccc2)c([N+](=O)[O-])c1 (configuration not stated)	-22	-3%	?	0%	10%	6%	2.3	-2	-22
O=C(CNC(=O)c1ccc2c(c1)OCO2)NCc1cccs1	-2	-6%	6%	8%	-1%	-1%	0.5	-2	3
CCC(NC(=O)CNC(=O)CNC(=O)c1ccc(Cl)cc1Cl)c1ccc(C)cc1 (configuration not stated)	-10	14%	?	0%	-2%	0%	-3.1	-11	-14
